Screening results deposited in PubChem BioAssay by Broad Institute.
FN deposit inh: fibronectin deposition inhibition. AH1F fibroblasts, Alexa488-fibronectin deposition fluorescence, overnight. inhibition, % at 12.6 µM. hit rate 0.086% among 350,000. AID 743247;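 active = mean inhibition across replicates of 30% or more, regardless of how many single replicates reach that level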;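 also: positive control wells lacked labelled fibronectin entirely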
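Material – AH1F fibroblast monolayer, labelled fibronectin deposition · Reagent – labelled fibronectin 24 nM · Timing – 1 h adhesion, overnight exposure · Measured by – fluorescence at 485 nm excitation, 525 nm emission · Read-out – inhibition of fibronectin deposition signal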
miR122 inh: miR-122 inhibition in Huh7 cells; hit rate 0.3% among 340,000; activation (reporter increase), % at 12.5 µM; Huh7 miR-122 Renilla luciferase sensor, 48 h; neutral wells = 0, positive control = 100;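 active = mean replicate activation score at least 90 and every replicate individually at or above 90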;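 also: higher luciferase means less miR-122 activity so hits act as miR-122 inhibitors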
Cneo AK release: Cryptococcus neoformans lysis via adenylate kinase release; C. neoformans lysis, adenylate kinase release luminescence, 4 h; normalised: neutral wells 0, clomiphene wells 100; lysis activity, % at 15 µM; hit rate 0.2% among 360,000; AID 651654;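 active = mean lysis activity across replicates of at least 80%, whatever share of replicates individually reach that level; inactive = mean lysis activity below 80%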
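Assay system: C. neoformans cells. Amount: yeast cell density of 5 × 10^6 cells/mL. Technique: AK luminescence. Buffer or medium: YPD. Times: static 4 h at 37 °C with compound, 1 h detection. Dosing: single-point compound dose. Read-out: lysis from increased AK signal.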
LGR2 antag: blocks bursicon-induced cAMP signaling via Drosophila LGR2 | inhibition, % at 9.99 µM | HEK293 LGR2, CRE-luciferase, bursicon-stimulated, 4 h | AID 720647 | hit rate 0.35% among 380,000;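 active = drop in luminescence signal, shown as inhibition above about 50% in the replicate tests, limit read from the data, passing the limit was not always enough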;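 also: agonist challenge used bursicon conditioned medium at about half maximal strength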
PGC1a acetyl inh: modulators of PGC1a acetylation; AID 651687; inhibition, % at 15.6 µM; U2OS PGC1a acetylation, AlphaScreen anti-acetyl-lysine; with virally co-expressed GCN5 acetyltransferase; hit rate 0.17% among 350,000;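 active = every replicate shows inhibition of at least 40%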;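 also: 0% = neutral control wells and 100% = positive control wells; some results beyond the cut were filed as inactive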
PAX8 reporter: lowers PAX8-driven luciferase in RMG-I cells. RMG-I TPO-luciferase reporter, SteadyGlo, 24 h. inhibition, % at 12.6 µM. hit rate 1.2% among 360,000. AID 652154;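 active = mean replicate inhibition at least 60% with every replicate also reaching 60%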;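 also: luciferase light reporting Pax8 driven TPO promoter activity; plate controls were median of neutral control wells for no effect and mitoxantrone controls for full effect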
EWS-Fli inh: blocks EWS/Fli oncoprotein-driven transcription. A673 NR0B1-luciferase reporter, viability-normalised. inhibition, % at 12.6 µM. hit rate 0.67% among 350,000;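 active = mean inhibition of at least 50% after viability correction, with every replicate also passing that limit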;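 also: firefly luciferase signal divided by Alamar Blue viability fluorescence both relative to DMSO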
Casp6 inh: inhibitors of human caspase-6. hit rate 0.53% among 350,000. inhibition, % at 12.5 µM. purified caspase-6, Z-VEID-R110 cleavage fluorescence;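 active = mean inhibition across replicates at least about 35%, with every replicate also reaching that limit, limit read from the data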;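 also: 0% = median of neutral control wells and 100% = no fluorescence left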
Target sequence (P55212 24-179 limits assumed): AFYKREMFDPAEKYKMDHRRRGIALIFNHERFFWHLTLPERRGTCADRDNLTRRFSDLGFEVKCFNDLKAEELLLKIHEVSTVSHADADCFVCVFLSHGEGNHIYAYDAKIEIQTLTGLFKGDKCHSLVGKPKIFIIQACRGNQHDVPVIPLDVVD
Target sequence (P55212 194-293 limits assumed): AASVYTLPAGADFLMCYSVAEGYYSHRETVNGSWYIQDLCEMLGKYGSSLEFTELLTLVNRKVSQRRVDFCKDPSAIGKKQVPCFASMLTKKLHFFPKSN
* = called active by the depositor; x = no result given; [ ] = remark or other dose.

The opening 17 compounds (preview)
SMILES	FN deposit inh	miR122 inh	Cneo AK release	LGR2 antag	PGC1a acetyl inh	PAX8 reporter	EWS-Fli inh	Casp6 inh
COc1cc(Cl)c(C)cc1NC(=O)c1ccc(S(C)(=O)=O)cc1	2	x	x	4	x	14	1	5
COCC#Cc1cnc2c(c1)C(=O)N([C@H](C)CO)C[C@@H](C)[C@@H](CN(C)C(=O)C1CCCCC1)O2	x	4[16.7 µM]	1	5	2	-16	-6	2
COC(=O)c1c(C)n(-c2ccc(C)cc2)c2ccc(O)cc12	-3	x	-3	26	-6	x	x	x
O=C(NCc1ccc(F)cc1)c1cc(S(=O)(=O)N2CCOCC2)ccc1F	-1	0	4	13	-1	x	x	x
Cc1noc(C)c1NC(=O)N(C)C[C@H]1OCCCC[C@@H](C)Oc2ccc(NS(C)(=O)=O)cc2C(=O)N([C@H](C)CO)C[C@H]1C	x	2[16.7 µM]	0	16	0	-13	-1	x
C=CCN(CC(=O)NCc1ccccc1)C(=O)c1csnn1	1	3	3	x	13	x	x	x
O=C(NCc1ccccc1Cl)c1csc([C@@H]2C[C@H](O)[C@@H](CO)O2)n1	x	-6	-1	0	x	0	2	4
O=C(Nc1ccc([N+](=O)[O-])cn1)c1cccnc1	-4	x	2	7	x	-2	-11	-2
CC(=O)NC[C@H]1[C@@H](c2ccc(-c3cccnc3)cc2)[C@@H](CO)N1C(=O)C1CCC1	-11	0[16.7 µM]	-1	-2	1	-3	3	x
CC1Cc2ccccc2N1C(=O)CSc1nc2ccccc2n1CC(=O)N1CCOCC1 (stereo unspecified)	2	-2	7	0	-13	x	x	x
Cc1ccc(S(=O)(=O)CCC(=O)OCc2ccc(Cl)c(Cl)c2)cc1	2	x	x	-2	x	41	4	-2
O=C(C[n+]1cc(-c2ccccc2)n2c1CCC2)N1c2ccccc2Sc2ccccc21	12	-8	0	4	x	57	x	x
COCC(=O)N1[C@@H]2CN(C(=O)Nc3cc(F)ccc3F)c3ccccc3[C@@H]2[C@@H]1CO	x	29[16.7 µM]	21	-10	-9	-6	-4	0
O=C1N(c2ccc3c(c2)OCCO3)C(c2ccccc2)C1(F)F (stereo unspecified)	-8	x	x	14	3	-10	3	3
CCOC(=O)C(O)(CC(=O)c1ccc(Cl)cc1)C(=O)OCC	-1	x	x	11	-4	-12	3	0
CCc1ncc(C)[nH]1	-4	x	x	-21	x	0	4	-11
Clc1ccc(-c2noc(CSc3nnc(Cc4cccs4)n3-c3ccccc3)n2)cc1	-1	-4	-1	2	-6	9	-6	-2

The whole of this part, from the first entry:
SMILES	FN deposit inh	miR122 inh	Cneo AK release	LGR2 antag	PGC1a acetyl inh	PAX8 reporter	EWS-Fli inh	Casp6 inh
COc1cc(Cl)c(C)cc1NC(=O)c1ccc(S(C)(=O)=O)cc1	2	x	x	4	x	14	1	5
COCC#Cc1cnc2c(c1)C(=O)N([C@H](C)CO)C[C@@H](C)[C@@H](CN(C)C(=O)C1CCCCC1)O2	x	4[16.7 µM]	1	5	2	-16	-6	2
COC(=O)c1c(C)n(-c2ccc(C)cc2)c2ccc(O)cc12	-3	x	-3	26	-6	x	x	x
O=C(NCc1ccc(F)cc1)c1cc(S(=O)(=O)N2CCOCC2)ccc1F	-1	0	4	13	-1	x	x	x
Cc1noc(C)c1NC(=O)N(C)C[C@H]1OCCCC[C@@H](C)Oc2ccc(NS(C)(=O)=O)cc2C(=O)N([C@H](C)CO)C[C@H]1C	x	2[16.7 µM]	0	16	0	-13	-1	x
C=CCN(CC(=O)NCc1ccccc1)C(=O)c1csnn1	1	3	3	x	13	x	x	x
O=C(NCc1ccccc1Cl)c1csc([C@@H]2C[C@H](O)[C@@H](CO)O2)n1	x	-6	-1	0	x	0	2	4
O=C(Nc1ccc([N+](=O)[O-])cn1)c1cccnc1	-4	x	2	7	x	-2	-11	-2
CC(=O)NC[C@H]1[C@@H](c2ccc(-c3cccnc3)cc2)[C@@H](CO)N1C(=O)C1CCC1	-11	0[16.7 µM]	-1	-2	1	-3	3	x
CC1Cc2ccccc2N1C(=O)CSc1nc2ccccc2n1CC(=O)N1CCOCC1 (stereo unspecified)	2	-2	7	0	-13	x	x	x
Cc1ccc(S(=O)(=O)CCC(=O)OCc2ccc(Cl)c(Cl)c2)cc1	2	x	x	-2	x	41	4	-2
O=C(C[n+]1cc(-c2ccccc2)n2c1CCC2)N1c2ccccc2Sc2ccccc21	12	-8	0	4	x	57	x	x
COCC(=O)N1[C@@H]2CN(C(=O)Nc3cc(F)ccc3F)c3ccccc3[C@@H]2[C@@H]1CO	x	29[16.7 µM]	21	-10	-9	-6	-4	0
O=C1N(c2ccc3c(c2)OCCO3)C(c2ccccc2)C1(F)F (stereo unspecified)	-8	x	x	14	3	-10	3	3
CCOC(=O)C(O)(CC(=O)c1ccc(Cl)cc1)C(=O)OCC	-1	x	x	11	-4	-12	3	0
CCc1ncc(C)[nH]1	-4	x	x	-21	x	0	4	-11
Clc1ccc(-c2noc(CSc3nnc(Cc4cccs4)n3-c3ccccc3)n2)cc1	-1	-4	-1	2	-6	9	-6	-2
Cc1ccc(/C=N/NC(=O)Cn2nc(C)c([N+](=O)[O-])c2C)o1	-5	x	x	-4	x	-8	4	4
O=C(OCCCOC(=O)c1ccc([N+](=O)[O-])o1)c1ccc([N+](=O)[O-])o1	9	-6	-1	8	4	3	-5	-1
CC1=CN2C(c3cccc([N+](=O)[O-])c3)=NON(c3ccc(C)cn3)C2C=C1 (stereo unspecified)	6	-6	-1	12	4	-4	-8	-2

In the list so far, these have a furan ring, fused or not.
SMILES	FN deposit inh	miR122 inh	Cneo AK release	LGR2 antag	PGC1a acetyl inh	PAX8 reporter	EWS-Fli inh	Casp6 inh
Cc1ccc(/C=N/NC(=O)Cn2nc(C)c([N+](=O)[O-])c2C)o1	-5	x	x	-4	x	-8	4	4
O=C(OCCCOC(=O)c1ccc([N+](=O)[O-])o1)c1ccc([N+](=O)[O-])o1	9	-6	-1	8	4	3	-5	-1

New compounds follow.
SMILES	FN deposit inh	miR122 inh	Cneo AK release	LGR2 antag	PGC1a acetyl inh	PAX8 reporter	EWS-Fli inh	Casp6 inh
COc1cc(/C=C/CN2CCC(C(=O)NC(c3ccc(F)cc3)c3ccc4ccccc4n3)CC2)ccc1OC(C)=O (stereo unspecified)	0	-5	3	-8	-12	4	12	7
COc1cc(C(=O)NC(=S)Nc2ccc3c(c2)OCO3)cc(OC)c1OC	-6	-3	0	-28	4	11	-12	1
C[C@@H]1CN([C@H](C)CO)C(=O)c2cc(NC(=O)Nc3ccc(C(F)(F)F)cc3)ccc2O[C@@H](C)CCCCO[C@H]1CN(C)S(=O)(=O)c1cccs1	x	-6[16.7 µM]	1	12	9	71*	4	2
Nc1cnc(-c2ccccc2)nc1Cl	-10	82	6	-23	x	-6	-8	-1
Cc1ccc(OCCN2CCCC2)cc1	0	x	-2	11	x	24	9	-7
COc1ccc(C(Nc2cccc([N+](=O)[O-])c2)P(=O)(OC(C)C)OC(C)C)cc1 (stereo unspecified)	3	x	x	15	-4	8	6	0
C[C@H](CO)N1C[C@H](C)[C@H](CN(C)Cc2ccc(O)cc2)OCc2ccccc2-c2c(n(C)c3ccccc23)C1=O	-13	x	x	-9	3	-22	5	-1
OC[C@H]1O[C@@H](c2nc(-c3cccc4ccccc34)no2)[C@H](O)[C@@H]1O	11	8	0	-29	22	-19	-36	x
Cc1ccc(C)c(N(CC(=O)NC(C)C)C(=O)CCC(=O)Nc2ccccn2)c1	-1	x	-1	1	x	-4	2	-1
CN1CCN(C2CN(C3CCCCC3)S(=O)(=O)C2)CC1 (stereo unspecified)	x	7	0	-10	-2	0	2	-1
Cc1cc(C)c(C2=NOC3c4ccccc4OCC23)c(C)c1 (stereo unspecified)	13	x	x	9	x	23	-3	-1
COc1ccc2c3c([nH]c2c1)[C@@H](CO)N(C(=O)NC(C)C)CC31CCN(C(=O)c2cnccn2)CC1	-12	x	x	11	5	2	0	-1
Nc1ncnc2c1ncn2CCc1ccccc1	1	7	1	-4	2	-41	-35	-3
CCCCn1nc(C(=O)N2CCN(S(=O)(=O)c3ccccc3)CC2)c2ccccc2c1=O	8	-1	x	-11	-5	19	13	2
Cc1ccc(S(=O)(=O)N(C)C[C@@H]2Oc3c(NC(=O)c4ccc(-c5nccs5)cc4)cccc3C(=O)N([C@H](C)CO)C[C@@H]2C)cc1	x	-5[16.7 µM]	0	0	-2	36	34	x
CCc1cc2c(SCC(=O)Nc3cc(C)on3)ncnc2s1	-1	-2	x	-11	12	8	9	-2
CO[C@H]1CN(C)C(=O)c2cc(NC(=O)c3cc(C)on3)ccc2OC[C@H](C)N(C)C[C@@H]1C	x	-23[16.7 µM]	2	19	-19	0	14	0
O=C(Nc1cc(Cl)ccc1Cl)N1CCN(C(=O)Nc2cc(Cl)ccc2Cl)CC1	-8	x	x	1	x	5	10	x
CCCNC(=O)N1C[C@@H](O)COC[C@@H]2O[C@H](CC(=O)OC)CC[C@H]21	4	0[16.7 µM]	2	9	-1	x	x	9
CC(=O)Nc1ccc(NC(=O)c2c(-c3ccccc3Cl)noc2C)c(C)c1	-1	5	-1	2	2	x	7	6
O=C(C[C@H]1C[C@@H]2c3cc(NC(=O)c4cccnc4)ccc3O[C@@H]2[C@H](CO)O1)NC1CCCCC1	x	2[16.7 µM]	73	0	8	5	-2	14
COC(=O)c1sc(S(=O)(=O)Nc2ccc3cn[nH]c3c2)c(C(=O)OC)c1C	4	28	3	x	-1	5	x	x
Cc1ccc(S(=O)(=O)N(C)C[C@H]2Oc3ccc(NS(=O)(=O)c4cccs4)cc3CC(=O)N([C@H](C)CO)C[C@@H]2C)cc1	x	7[16.7 µM]	3	-14	4	-30	10	2
Cc1ccccc1N(C(=O)CNC(=O)c1ccco1)C(C(=O)NC1CCCCC1)c1ccncc1 (stereo unspecified)	-7	4	-1	0	-6	13	9	-2
O=C(Nc1ccn(Cc2ccccc2)n1)c1ccc(F)cc1	7	12	-3	-71	x	-145	-62	-2
COc1ccccc1CC(=O)NNC(=O)CN(C)S(=O)(=O)c1ccc(Cl)cc1	0	x	x	-4	x	24	-1	-4
CCCNC(=O)c1cc(C2CCCN(C(=O)C3CCCCC3)C2)on1 (stereo unspecified)	x	-3	1	9	1	8	-2	1
COc1ccc(CN(C)C[C@H]2OCCCC[C@@H](C)Oc3ccc(NC(=O)Nc4ccc(F)cc4)cc3C(=O)N([C@@H](C)CO)C[C@@H]2C)cc1	x	-7[16.7 µM]	4	x	-4	85*	-12	3
COC(=O)c1[nH]c2cccc(OC)c2c1NC(=O)CN1CCC(C(N)=O)(N2CCCCC2)CC1	-1	8	0	-15	1	x	x	-2
COc1ccc(N2C(=O)C3[C@@H](C2=O)C2(Cl)C(Cl)=C(Cl)C3(Cl)C2(OC)OC)cc1 (stereo partly specified)	3	0	-1	-9	x	11	x	x
CN1C(=O)CC(N2CCN(c3ncccn3)CC2)C1=O (stereo unspecified)	4	-6	0	x	4	x	x	x
